From PubChem BioAssay
NPY-Y2 antag: NPY-Y2 (human) receptor antagonism. P49146. actives 0.99% (n = 140,000). AID 793. NPY-Y2 expressing cells, antagonist mode. inhibition, % at 2.7 µM; in the data active = inhibition above about 17%;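 also: 0% = vehicle with agonist challenge and 100% = reference antagonist with challenge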
Target sequence (P49146 whole entry, looked up): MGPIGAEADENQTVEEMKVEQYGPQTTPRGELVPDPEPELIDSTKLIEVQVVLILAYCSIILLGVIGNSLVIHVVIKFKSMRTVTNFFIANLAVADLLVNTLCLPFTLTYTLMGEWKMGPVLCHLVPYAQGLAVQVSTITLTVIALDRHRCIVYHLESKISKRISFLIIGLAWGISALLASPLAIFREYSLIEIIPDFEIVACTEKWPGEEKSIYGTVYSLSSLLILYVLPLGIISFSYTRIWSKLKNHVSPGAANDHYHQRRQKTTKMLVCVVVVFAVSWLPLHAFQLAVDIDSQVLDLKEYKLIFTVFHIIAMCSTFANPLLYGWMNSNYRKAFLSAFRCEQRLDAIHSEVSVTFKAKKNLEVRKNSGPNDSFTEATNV
Measles CPE: protection of cells from measles virus; protection (pct of control), % at 4 µM; Measles virus-infected cells, CPE protection, absorbance; actives 1.5% (n = 140,000); in the data active = protection mostly above about 24%, no sharp cut-off; inactive = mostly below about 26%; also: some compounds called inactive have numbers as strong as hits
HCT116 PTEN-null: suppresses growth of cells with PTEN deletion | HCT116 PTEN-null viability, CellTiter-Glo, 60 h; stronger effect = lower value | viability, % at 10 µM | actives 1.2% (n = 140,000);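 active = viability at or below a set limit, 4 SD under the median of all tested compounds, cut at about 3.7% in these data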;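 also: PTEN knockout HCT116 line with beta catenin targeted HCT116 as companion control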
Yeast life ext: yeast lifespan extension | AID 775 | inhibition of the nicotinamide effect, % at 10 µM | actives 0.68% (n = 130,000) | S. cerevisiae growth with nicotinamide, OD615; deaD strain in restrictive glucose medium;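 active = inhibition above a set limit, placed 3 SD over the median of all compounds, cut at about 26% in these data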;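 also: 0% = nicotinamide-treated wells and 100% = cells grown without nicotinamide; some compounds called inactive have numbers as strong as hits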
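Buffer or medium: CSMM-D glucose medium, restrictive; test system: modified budding yeast, DeaD strain; compound: single dose 10 µM compound, 0.25% DMSO; schedule: culture preincubation 4 h, compound exposure 48 h, both 30 °C; detection: optical density (absorbance) at 615 nm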
E-sel TNF inh: blocks E-selectin expression induced by TNF alpha; actives 0.71% (n = 120,000); HUVEC TNFa-induced E-selectin immunofluorescence, high content; AID 1246; inhibition, % at 2 µM;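 active = inhibition above the batch mean plus 3 SD, and confirmed as a hit on visual image review, cut at about 43% in these data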;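 also: 0% = TNF-stimulated DMSO wells and 100% = unstimulated control wells; not every result past the cut was called active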
bCat KO growth: beta-catenin-lacking colon tumor cell growth suppression. HCT116 beta-catenin knockout viability, CellTiter-Glo, 60 h; stronger effect = lower value. viability, % at 10 µM. actives 1.5% (n = 140,000). AID 818;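 active = viability at or under a set limit, the compound median less 4 SD, cut at about 6% in these data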;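 also: 0% = Hyamine 1622 control at 20 µM and 100% = untreated cell control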
MRP1 act: activates MRP-1; H69AR cells + doxorubicin, viability rescue, CellTiter-Glo; viability increase, % at 10 µM; actives 0.61% (n = 140,000);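 active = viability gain under doxorubicin at or above a set limit, the compound median plus 3 SD, cut at about 4.7% in these data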;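 also: MRP-1 overexpressing cells given doxorubicin 25 µM after compound pretreatment; 18-22 h compound pretreatment then 72 h with doxorubicin before readout; 0% = doxorubicin-only wells and 100% = vehicle-treated cells without doxorubicin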
BB579 growth dn: yeast BB579 growth reduction in restrictive medium. S. cerevisiae BB579 growth, OD615, 48 h. inhibition, % at 10 µM. actives 0.51% (n = 140,000). AID 804;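 active = inhibition above a set limit, 3 SD over the mean compound inhibition, cut at about 44% in these data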; also: inactives centre near -24
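System: Saccharomyces cerevisiae DeaD strain BB579, replicative lifespan model yeast | Buffer or medium: Restrictive glucose-based CSMM-D medium | Times: 4 h preincubation and 48 h exposure at 30 °C | Detection: OD615 turbidity measurement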
GALR2 blocker: antagonists of human galanin receptor 2 (GALR2); O43603; GALR2-expressing cells, antagonist mode; inhibition, % at 4 µM; actives 0.39% (n = 140,000); in the data active = inhibition above about 27%;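 also: cells stimulated with galanin 1-16 at roughly its EC80; 0% = agonist challenge control and 100% = basal control without agonist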
Target sequence (O43603 whole entry, looked up): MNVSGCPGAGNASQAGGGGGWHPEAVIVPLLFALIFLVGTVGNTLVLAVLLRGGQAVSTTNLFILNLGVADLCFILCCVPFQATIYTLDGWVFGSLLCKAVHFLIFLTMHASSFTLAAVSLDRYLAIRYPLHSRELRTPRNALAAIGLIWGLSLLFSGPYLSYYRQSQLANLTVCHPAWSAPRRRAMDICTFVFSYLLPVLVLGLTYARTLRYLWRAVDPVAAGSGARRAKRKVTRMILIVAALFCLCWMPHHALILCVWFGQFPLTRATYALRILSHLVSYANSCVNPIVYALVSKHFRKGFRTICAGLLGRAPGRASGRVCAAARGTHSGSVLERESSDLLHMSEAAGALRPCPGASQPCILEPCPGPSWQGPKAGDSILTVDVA
Phagocytosis inh: inhibitors of macrophage phagocytosis; J774A.1 macrophage IgG-bead phagocytosis, imaging; actives 0.07% (n = 110,000); AID 1029; inhibition, % at 5 µM;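 active = inhibition above the mean of the plate negative controls plus 5 SD, cut at about 13% in these data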;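 also: phagocytic index as fraction of beads internalized from green versus red external bead signal; plate controls were DMSO negative control for no effect and cytochalasin-D positive control for full effect; some results beyond the cut were filed as inactive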
* marks the source's active call; other numbers are inactive results; x = no result given.

Value order: NPY-Y2 antag	Measles CPE	HCT116 PTEN-null	Yeast life ext	E-sel TNF inh	bCat KO growth	MRP1 act	BB579 growth dn	GALR2 blocker	Phagocytosis inh
Cc1ccc(N=CC2=C(O)CC(c3ccc(Cl)cc3)CC2=O)cc1 (centres undefined)
→ 5	3	60	6	2	61	-1.9	-40	10	1
Nc1nnc(SCC(=O)Nc2ccc3c(c2)OCCO3)s1
→ 4	7	95	-5	x	89	-3.7	-28	-12	-1
O=C(Nc1ccc(S(=O)(=O)N2CCCCCC2)cc1)C1CCCO1 (centres undefined)
→ 1	10	95	-5	-5	79	-0.7	-77	-9	x
CCCCNC(=O)Nc1ccccc1Br
→ 0	10	95	-6	x	91	-1.3	-48	3	-5
C=CCn1c(SCC(=O)Nc2sccc2C(N)=O)nc2ccccc2c1=O
→ 3	20	76	-2	-8	76	-3.0	-20	-11	x
O=C(CSc1nnc(-c2ccco2)c(-c2ccco2)n1)Nc1ccccc1
→ -2	8	95	-23	12	90	-4.2	-48	7	0
O=C(CC1CC2CCC1C2)NCc1cccs1 (centres undefined)
→ 1	7	91	1	0	94	-1.6	-18	-2	0
CCOC(=O)c1c(C)[nH]c(C(=O)O)c1C
→ 3	17	102	-9	-15	103	0.4	-41	4	0
Cc1ccc(NC(=O)/C(=C\c2ccc([N+](=O)[O-])cc2)NC(=O)c2ccccc2)cc1
→ -3	1	63	-9	1	60	-2.5	-16	6	x
CCCCCC1CC(CC(C)C(=O)Nc2nncs2)C(=O)O1 (centres undefined)
→ 2	14	98	-2	-3	95	-1.5	-28	-4	x
CCCCN(CCCC)c1cn[nH]c(=O)c1Cl
→ 1	32	89	x	-2	83	-3.5	-19	2	x
COc1ccc(OC)c(CNc2ccc(F)c(Cl)c2)c1
→ 4	6	87	-15	2	80	1.3	-67	-2	0
Cc1c(Nc2c3c(c(C#N)c4nc5ccccc5n24)CCC3)c(=O)n(-c2ccccc2)n1C
→ 3	2	91	-4	x	90	-1.5	-19	-2	0
CCCn1nnnc1SCC(=O)Nc1cccc(NC(=O)c2ccco2)c1
→ 2	22	94	-4	-20	87	-0.9	-51	1	1
O=C(N/N=C\c1ccc(Cl)cc1Cl)c1sccc1-n1cccc1
→ 6	9	86	-7	-11	99	0.6	-47	12	x
O=c1ccn([C@@H]2O[C@H](CO)[C@@H](O)[C@H]2O)c(=O)[nH]1
→ -2	9	100	3	x	92	0.9	-4	-7	x
Nc1ncnc2c1ncn2[C@H]1C[C@H](O)[C@@H](CO)O1
→ 2	4	119	-1	x	102	0.2	-27	3	x
Cc1nc(-n2ncc(C#N)c2N)c2c3c(sc2n1)CCC3
→ 1	14	2.0*	-8	1	84	-4.2	-43	0	0
O=C(Nc1ccc(Cl)c(S(=O)(=O)N2CCOCC2)c1)c1ccccc1-c1ccc(C(F)(F)F)cc1
→ 6	3	39	6	x	49	-2.8	-21	10	7
NS(=O)(=O)c1ccc(N/C=C\C(=O)c2ccc3ccccc3c2)cc1
→ 3	5	92	3	x	97	-3.1	-46	-1	-8
CC(=O)Nc1cc(C)c(S(C)(=O)=O)c(C)c1
→ 0	2	96	0	x	95	-1.0	-17	-1	-4
COc1ccccc1NC(=O)COc1ccc(C(=O)OCC(=O)N(C(C)C)C(C)C)cc1OC
→ 1	11	97	-4	-31	96	-0.4	-33	-2	x
O=C(NCc1ccccc1)c1cc(S(=O)(=O)N2CCC3(CC2)OCCO3)ccc1F
→ 4	0	94	-4	-21	96	-0.9	-39	7	-3
O=C1c2cccnc2C(O)N1Cc1ccco1 (centres undefined)
→ -1	13	95	-8	x	87	-0.9	-26	8	0
Cc1ccc(S(=O)(=O)N(C)C)cc1NC(=O)CSc1nc2ccccc2[nH]1
→ 2	15	86	7	x	86	-2.6	-29	0	-16
O=C1CC2C(CC(OC(=O)c3ccc(-c4ccccc4)cc3)C2CO)O1 (centres undefined)
→ 0	9	85	-15	6	85	0.2	-34	-5	1
Cc1ccccc1C(=O)NCCSc1ccccc1
→ 3	15	92	-14	20	83	-0.4	-27	0	-2
CCN(CC)CCN1C(=O)C(=O)/C(=C(/O)c2c(C)[nH]c(C(=O)OC)c2C)C1c1ccccc1OC (centres undefined)
→ -1	11	77	-14	19	87	-1.2	19	-10	-1
CSc1nnc2c3c4c(sc3c(=O)n(-c3ccccc3)n12)CC(C)(C)OC4
→ 1	26	96	2	23	91	-2.9	-29	0	-1
Cc1ccc(Cn2nnc3c(=O)[nH]c(C4CCN(S(=O)(=O)c5ccc(F)cc5)CC4)nc32)cc1
→ 10	12	101	-1	-19	98	-4.6	-43	-5	x
CCC(C)NC(=O)c1csc2c1CCCCC2 (centres undefined)
→ 1	19	85	13	5	93	-2.4	-23	-67	x
CC(=O)NC(C)C(c1cccs1)N1CCN(c2ccccc2)CC1 (centres undefined)
→ -1	23	83	-13	23	89	-0.3	-9	-1	-2
CCOC(=O)c1cc(NC(=O)Nc2nc3ccccc3s2)c(C)nc1C
→ 2	21	85	-4	x	90	-2.6	-16	-2	-2
O=C(Nc1ccc(S(=O)(=O)N2CCN(c3ccccc3)CC2)cc1)c1cccs1
→ -1	3	66	-1	8	80	-4.2	-14	-2	-1
O=C(c1c(Cl)nc2sccn12)N1CCN(c2cccc(Cl)c2)CC1
→ 6	3	14	-15	8	14	-0.6	-64	3	2
CCOC(=O)C(C(=O)N(C)C)c1ncc(C(F)(F)F)cc1Cl (centres undefined)
→ 2	19	89	8	6	94	0.6	-27	-1	x
C/C(=N\NC(=O)C1COc2ccccc2O1)c1ccc(C)o1 (centres undefined)
→ 2	13	111	-19	3	102	0.2	-29	-10	-1
CCOc1ccccc1NC(=S)NCc1ccco1
→ 0	48	97	-8	22	94	-2.0	-12	2	-1
CCOc1ccc(C2C(C#N)=C(N)N(c3sc4c(c3C#N)CCCC4)C3=C2C(=O)CCC3)cc1 (centres undefined)
→ 1	7	74	-4	-48	80	-1.4	-17	1	0
Cc1cccc(NC(=O)CSc2nnc(-c3cnccn3)n2Cc2ccco2)c1
→ 1	23	87	-16	8	102	-4.4	-17	9	x
CSc1nc(N)c(C#N)c(-c2ccc(Cl)cc2)c1C#N
→ -3	1	70	-15	x	86	-2.4	-42	4	-1
CCCCOC(=O)CSc1n[nH]c(=O)[nH]c1=O
→ -2	14	95	-9	8	98	-1.1	-42	1	-2
Clc1ccc(-c2cnc3ccccc3n2)cc1
→ 2	8	96	-6	3	85	-2.5	-7	4	0
O=C(/C=C1\NCC2c3ccccc3CCN2C1=O)c1ccccc1 (centres undefined)
→ 1	10	90	-13	-28	91	0.4	-8	-4	0
Cn1c(=O)n(C)c2cc(CNc3ccc(N4CCOCC4)c(C(=O)O)c3)ccc21
→ 0	22	93	-6	14	101	-0.4	-16	7	1
Cc1cc(C)n2nc(SCC(=O)Nc3ccc(F)cc3)nc2n1
→ 6	21	104	-2	12	106	-0.9	6	3	1
C=CCn1c(SCC(=O)Nc2ccc3c(c2)OCO3)nnc1-c1ccccc1O
→ 4	3	106	-12	-10	91	1.1	-38	-7	2
Cn1c(=O)c2c(-c3ccccc3)n(N3CCOCC3)cc2n(C)c1=O
→ 2	33	90	-4	15	88	-2.4	3	-8	0
C=CCN1C(=O)CN=C1Nc1ccccc1
→ 2	15	80	-10	-6	90	-1.6	0	5	-1
O=C(OC1CCN(c2ccc([N+](=O)[O-])cc2)CC1)c1ccccc1
→ 10	4	76	-11	-1	70	-2.0	-43	9	-2

Sorted by value in NPY-Y2 antag (smallest number first): 3 from the list above
smiles	NPY-Y2 antag	Measles CPE	Yeast life ext	E-sel TNF inh	BB579 growth dn	GALR2 blocker	Phagocytosis inh
CCCCOC(=O)CSc1n[nH]c(=O)[nH]c1=O	-2	14	-9	8	-42	1	-2
Cn1c(=O)n(C)c2cc(CNc3ccc(N4CCOCC4)c(C(=O)O)c3)ccc21	0	22	-6	14	-16	7	1
O=C(OC1CCN(c2ccc([N+](=O)[O-])cc2)CC1)c1ccccc1	10	4	-11	-1	-43	9	-2

(further entries)
Value order: NPY-Y2 antag	Measles CPE	HCT116 PTEN-null	Yeast life ext	E-sel TNF inh	bCat KO growth	MRP1 act	BB579 growth dn	GALR2 blocker	Phagocytosis inh
O=C(NNC(=O)c1cccs1)c1ccc(Cl)c(Cl)c1
→ 0	4	87	-3	x	92	0.8	-16	-4	0
COC(=O)c1[nH]c2ccccc2c1NC(=O)/C=C/c1ccc2c(c1)OCO2
→ 3	7	98	6	-31	83	-0.8	-14	13	-7
Cc1ccc(C)c(N(CC(=O)Nc2cc(Cl)ccc2Oc2ccccc2)S(C)(=O)=O)c1
→ 3	7	54	-4	-29	70	-2.0	-45	-7	x
CCC1(C)Cc2c(sc3nc(NC)n(C)c(=O)c23)CO1 (centres undefined)
→ -3	11	87	-9	-18	92	-2.5	-31	1	3
COc1cccc(-c2n[nH]c(=S)n2Cc2ccco2)c1OC
→ 2	7	98	-11	9	107	-1.0	-55	-1	-2
Cc1ccc(S(=O)(=O)N2CCOCC2)cc1C(=O)Nc1ccccn1
→ 4	4	99	-2	16	99	-0.7	-33	16	-1
O=C(Cn1c(C(=O)NCc2ccco2)cc2sccc21)c1ccccc1
→ 2	17	76	7	33	81	-1.4	-48	25	8
Cc1cc(NC(=O)CSc2nc3sc(C)c(C)c3c(=O)n2C2CCCC2)no1
→ 2	2	85	-11	6	89	-1.6	-39	-8	x
O=C(CCn1nnc2ccccc21)N1CCC(O)(c2cccc(F)c2)CC1
→ 2	4	88	4	x	95	-1.8	-19	3	1
CN1CCN(CC(=O)N/N=C\c2c[nH]c3ccccc23)CC1
→ 2	8	92	-5	x	90	-2.5	9	5	-2
COC(=O)c1ccc(NC(C)C(=O)OC)c([N+](=O)[O-])c1 (centres undefined)
→ 5	22	97	-4	-17	100	-2.0	1	3	x
CC1CCN(C(=O)Nc2cccc(NC(=O)N3CCC(C)CC3)c2)CC1
→ -1	7	94	-8	-10	87	-0.5	-14	-8	0
CCOCCSc1nc2c(c(-c3cccs3)c1C#N)CC/C2=C/c1cccs1
→ -1	7	78	7	x	83	0.9	-5	-3	-15
COc1ccccc1N=C1SC(C(=O)Nc2ccc(F)cc2)CC(=O)N1C (centres undefined)
→ -2	13	93	x	-1	86	-1.0	-36	2	x
C1CCN(Cc2nnnn2C2CCCC2)CC1
→ 3	4	97	x	-12	83	-1.7	-31	1	x
CC(C)Cn1c(SCC(=O)N2CCCCC2)nc2ccccc2c1=O
→ 24*	14	83	x	2	73	-2.6	-27	-3	x
CCOC(=O)C1=C(C)NC(=S)NC1c1ccc(OC(=O)c2ccco2)cc1 (centres undefined)
→ 3	23	91	-4	x	93	-3.3	-20	-14	2
Cc1ccc2c(c1)c1c(n2CC(O)Cn2nc(C)c(Br)c2C)CCCC1 (centres undefined)
→ -2	15	55	-11	14	74	-1.9	-26	-19	-1
COc1ccccc1NC(=O)CSc1nnc(CC(=O)Nc2cccc(C(F)(F)F)c2)n1C
→ 3	29	89	2	7	90	-2.6	-17	-4	-1
COc1cccc(NS(=O)(=O)Cc2ccccc2)c1
→ 0	3	94	-4	20	92	-0.6	-23	15	x
O=C1CCCc2ccccc2N1Cc1ccccc1Cl
→ 5	5	90	-15	-3	95	-1.4	-24	1	x
COc1ccc2c(c1OC)C(=O)OC2Nc1ncc(Br)cc1Br (centres undefined)
→ -3	9	100	-6	18	107	-1.3	-15	-3	-1
